# A549 tox: kills or reduces viability of A549 cells in Nrf2 counter-screen; Potency, µM (doses to about 46 µM), for the others: at the highest dose activity change, negative = cytotoxicity, most hits filed as inhibitors; 390,000 compounds, 0.16% hits; AID 504648; A549 ARE-Fluc cells, CellTiter-Fluor viability, 18-24 h; note: potency is the fitted concentration of half-maximal effect; % is set by controls: 0 for no effect and ±100 for the full control effect
#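 A549 ARE_Fluc cells in 5% FBS OPTI-MEM were exposed to compounds in concentration-response for 18-24 h at 37 deg C. Viability was read by CellTiter-Fluor fluorescence (Ex 405/Em 525) after 30 min, before the luciferase read.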
# Nrf2 ARE act: activators of Nrf2 (ARE) signaling. 410,000 compounds, 0.31% hits. AREc32 ARE-luciferase reporter (MCF7-derived line), luminescence, 24 h. Potency, µM (titrated, usually from 46.1 µM), for the others: at the top dose activation, hits mostly activators; note: potency is the fitted concentration of half-maximal effect; % of control where 0% means no effect; nearly all actives have a fitted effect of over 65% in size
#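 Luminescent ARE reporter assay in AREc32_Fluc cells: overnight plating at 37 deg C, 24 hr compound incubation, Steady-Glo added, 30 min RT before reading.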
# S2 tox: reduces viability in counter-screen for ATXN expression inhibitors; S2 cells (HEK-293 line with an ATXN2-luciferase reporter) viability, CellTiter-Fluor protease fluorescence, 24 h; Potency, µM (highest dose often 56.7 µM), actives largely listed as cytotoxic; 400,000 compounds, 0.49% hits; AID 651635; note: potency is the fitted concentration of half-maximal effect; nearly all actives have a fitted effect of over 40% in size
# TGFb inhibitor: TGF-b pathway inhibition; HepG2 CAGA-GFP TGF-b/SMAD3 reporter, GFP fluorescence, 18 h; TGF-beta stimulated, 500 pg/mL final; Potency, µM (titrated, usually from 46.1 µM), for inactives: at the top dose activity, negative = inhibition, actives largely listed as inhibitors; 410,000 compounds, 1.2% hits; AID 588855; note: potency is the fitted concentration of half-maximal effect; % is set by controls: 0 for no effect and ±100 for the full control effect; nearly all actives have a fitted effect of over 65% in size
#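 GFP signal (ex488/em500-530) from TGF-beta-stimulated HEPG2 CAGA-GFP cells, 500 pg/mL final, 18 h at 37 degrees C in DMEM plus 1% FBS, normalized to unstimulated and DMSO-stimulated controls.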
# HepG2 tox: counter-screen for TGF-b inhibitors: cytotoxicity in HepG2 cells; HepG2 CAGA-GFP viability, ATP luminescence, 18 h; Potency, µM (series often up to 46.1 µM), for inactives: at the highest dose activity change, negative = cytotoxicity, most hits filed as cytotoxic; 410,000 compounds, 0.76% hits; AID 588856; note: potency is the fitted concentration of half-maximal effect; some results filed as inactive show a strong effect at the top dose
#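 HepG2 CAGA-GFP cells (1000/well, DMEM with 1% FBS) received compound, then TGF-beta at 500 pg/mL final, and were incubated 18 hours at 37 degrees C. Viability was read by CellTiter-Glo luminescence. Media-only wells were set as complete cell-killing and DMSO as no toxicity.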
# Nrf2 inh: blocks Nrf2 signaling. 360,000 compounds, 2.1% hits. Potency, µM (titrated, usually from 46 µM), for the others: top-dose activity change, negative = inhibition, actives largely listed as inhibitors. A549 ARE-Fluc reporter, luciferase luminescence, 18-24 h; note: potency is the fitted concentration of half-maximal effect; % is set by controls: 0 for no effect and ±100 for the full control effect; nearly all actives have a fitted effect of over 60% in size
#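 Reporter: ARE-Fluc in A549. Exposure: 18-24 h, 37 °C, 5% CO2, 5% FBS OPTI-MEM. Readouts: fluorescent cytotoxicity (CellTiter-Fluor), then luminescent Nrf2 signal after BugLite.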
# ATXN2 expr inh: reduces ATXN2 reporter expression in HEK-293 cells; Potency, µM (top dose mostly 57 µM), for the others: at the highest dose activity change, negative = inhibition, hits mostly inhibitors; HEK-293 ATXN2-luciferase reporter, luminescence, 24 h; 360,000 compounds, 0.72% hits; note: potency is the fitted concentration of half-maximal effect; % is set by controls: 0 for no effect and ±100 for the full control effect; nearly all actives have a fitted effect of over 55% in size
#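 ATXN2-luciferase reporter cells (luciferase flanked by upstream and downstream ATXN2 gene portions) were treated 24 h at 37 °C with compounds at up to 57 uM. SteadyGlo luminescence gave expression; GF-AFC fluorescence gave viability.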
# EPAC2 agonist: agonists of human EPAC2 (RAPGEF4); EPAC2 activation, biochemical qHTS; response scale: 100% = 6.5 mM cAMP response; AID 720711; 360,000 compounds, 0.079% hits; Q8WZA2; Potency, µM (top dose mostly 154 µM), for inactives: top-dose activation, hits mostly activators; note: potency is the fitted concentration of half-maximal effect; nearly all actives have a fitted effect of over 50% in size
# Target sequence (Q8WZA2 whole entry, looked up): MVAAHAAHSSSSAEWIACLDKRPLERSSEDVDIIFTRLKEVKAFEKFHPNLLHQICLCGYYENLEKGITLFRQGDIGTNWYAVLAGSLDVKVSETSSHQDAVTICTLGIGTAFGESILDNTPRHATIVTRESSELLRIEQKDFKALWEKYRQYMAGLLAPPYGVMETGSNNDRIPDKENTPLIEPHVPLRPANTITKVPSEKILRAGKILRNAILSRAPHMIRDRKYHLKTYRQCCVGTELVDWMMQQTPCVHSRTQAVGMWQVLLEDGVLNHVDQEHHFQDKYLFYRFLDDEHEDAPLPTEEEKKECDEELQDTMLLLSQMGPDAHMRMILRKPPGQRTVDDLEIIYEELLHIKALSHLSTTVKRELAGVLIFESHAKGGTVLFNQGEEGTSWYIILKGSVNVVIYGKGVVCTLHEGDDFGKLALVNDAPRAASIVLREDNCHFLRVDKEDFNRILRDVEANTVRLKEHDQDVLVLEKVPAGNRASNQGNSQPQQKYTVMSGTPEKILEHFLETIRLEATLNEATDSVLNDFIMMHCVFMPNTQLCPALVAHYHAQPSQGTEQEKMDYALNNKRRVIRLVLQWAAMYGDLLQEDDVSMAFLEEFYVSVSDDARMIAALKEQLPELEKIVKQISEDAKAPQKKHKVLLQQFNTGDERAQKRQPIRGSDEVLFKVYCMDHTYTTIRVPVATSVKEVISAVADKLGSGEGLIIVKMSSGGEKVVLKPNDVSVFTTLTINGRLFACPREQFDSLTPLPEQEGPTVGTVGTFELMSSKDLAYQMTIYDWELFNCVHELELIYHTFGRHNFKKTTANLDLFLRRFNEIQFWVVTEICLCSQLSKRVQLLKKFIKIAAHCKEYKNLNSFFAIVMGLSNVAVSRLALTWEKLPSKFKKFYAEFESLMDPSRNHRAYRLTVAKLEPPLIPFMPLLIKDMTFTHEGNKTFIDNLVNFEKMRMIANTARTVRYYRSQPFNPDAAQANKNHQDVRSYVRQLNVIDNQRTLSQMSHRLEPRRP
#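 Compounds were added across a concentration range to EPAC2 (100 nM), RAP1B-BODIPY-GDP (250 nM) and GDP (50 uM). After 5 min at room temperature, fluorescence was recorded at 5-min intervals for 30 min.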
# IL2 activator: activators of IL-2; IL-2 activation reporter assay, cell-based qHTS; stimulated with anti-CD3/CD4/CD28 beads; in transgenic mouse T cells; AID 652025; activation, % (series mostly up to about 46 µM); 360,000 compounds, 0.065% hits; in the data active = activation above about 50%; inconclusive = mostly about 30% to 49%; note: 0% is about no effect
#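 EGFP and DsRed fluorescence is measured by plate cytometry in unstimulated transgenic mouse T cells exposed to compound for 60 minutes, then stimulated 18 hours at 37 degrees C with anti-CD3/anti-CD4 beads plus anti-CD28.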
# An asterisk follows results filed as active; i = inactive; ? = inconclusive; / = no result given; & = joins results of further samples; [ ] = remark or other dose. Unless noted, calls come from the whole dose curve; as a rule, active = well fitted curve in the direction sought with a large enough effect; inconclusive = small, poorly fitted or top-dose-only effect, or another doubt; inactive = no such curve, though single readings can be large; an effect the other way counts as inactive or inconclusive.
SMILES,A549 tox,Nrf2 ARE act,S2 tox,TGFb inhibitor,HepG2 tox,Nrf2 inh,ATXN2 expr inh,EPAC2 agonist,IL2 activator
CCCCNc1ccc(-c2nc(-c3ccncc3)no2)cc1[N+](=O)[O-],0.3%,0.9%,i,-16.9%,1.4%,-4.5%,5.8%,/,/
Cc1nc(C)c(C(=O)NCc2ccc(Cl)cc2)o1,-6.6%,1.9%,i,-18.0%,2.2%,-25.6%,3.1%,3.6%,-2.9
COc1ccc(C(=O)NCc2csc(-c3cccs3)n2)cc1,10.8%,9.8%,i,?,-5.5%,1.5%,/,11.0%,-0.2
Cc1cccc(CNC(=O)C2CCN(c3nn4cc(-c5ccc(F)cc5)nc4s3)CC2)c1,-2.1%,3.3%,/,0.0%,-4.6%,?,/,/,/
O=C(Nc1ccccc1)c1cc(C2CCCN(C(=O)C/C=C/c3ccccc3)C2)on1 (configuration not stated),/,7.5%,i,-8.2%,-34.9%,/,8.3%,15.5%,-0.6
CC(C)(C)OC(=O)NCCCCCc1nnc(SCC(N)=O)o1,14.5%,0.2%,i,-2.1%,-1.5%,?,4.5%,2.8%,-2.7
Cc1cc(O)cc(=O)n1Cc1ccco1,-4.5%,-0.2%,i,-24.9%,4.1%,9.3%,7.1%,0.8%,0.4
Cc1csc(NC(=O)CSc2nccn2Cc2ccco2)n1,7.5%,0.8%,i,3.0%,-4.9%,-4.2%,3.9%,6.9%,-1.7
CCOc1ccc(-n2c(C)nc3cc(C(=O)NCCCN4CCOCC4)ccc32)cc1,6.2%,3.0%,i,19.9%,3.4%,25.7%,2.7%,11.9%,-0.5
COC(=O)c1ccc(NC(=O)c2ccc(CN3CCOCC3)cc2)cc1,-5.2%,0.1%,i,?,-19.3%,9.2µM*,-15.5%,11.7%,2.3
CCC(C)(C)n1nnnc1C(c1ccccc1F)N1CCN(C(=O)c2ccco2)CC1 (configuration not stated),0.2%,-0.2%,i,?,-3.0%,15.7%,-6.1%,10.0%,3.8
O=C(CSc1ccc(-c2cccc([N+](=O)[O-])c2)nn1)N1CCCCC1,-1.1%,-0.7%,i,2.2%,-0.8%,4.5%,13.8%,-3.7%,0.6
Cc1cc(=O)n2c(n1)OC(CO)C2 (configuration not stated),-1.8%,-0.8%,i,4.4%,-36.9%,24.2%,3.5%,1.9%,2.9
CCOc1ccc(Nc2cc(C)nc3nc(Cc4ccc(Cl)cc4)nn23)cc1,-0.1%,-1.3%,?,?,-0.7%,3.1%,0.8%,/,/
O=C(Cn1nnc2ccccc21)N1CCCCC1,1.4%,0.2%,?,-0.7%,0.5%,?,6.1%,4.2%,2.8

# A different layout for part of the listing above.
SMILES | A549 tox | Nrf2 ARE act | S2 tox | TGFb inhibitor | HepG2 tox | Nrf2 inh | ATXN2 expr inh | EPAC2 agonist | IL2 activator
Cc1cc(O)cc(=O)n1Cc1ccco1 | -4.5% | -0.2% | i | -24.9% | 4.1% | 9.3% | 7.1% | 0.8% | 0.4
CCOc1ccc(-n2c(C)nc3cc(C(=O)NCCCN4CCOCC4)ccc32)cc1 | 6.2% | 3.0% | i | 19.9% | 3.4% | 25.7% | 2.7% | 11.9% | -0.5
COc1ccc(C(=O)NCc2csc(-c3cccs3)n2)cc1 | 10.8% | 9.8% | i | ? | -5.5% | 1.5% | / | 11.0% | -0.2

# Next part
SMILES,A549 tox,Nrf2 ARE act,S2 tox,TGFb inhibitor,HepG2 tox,Nrf2 inh,ATXN2 expr inh,EPAC2 agonist,IL2 activator
Cc1ccc(/C(N)=N/OC(=O)CCC2CCCC2)cc1,3.4%,3.1%,i,10.1%,6.6%,?,-9.4%,1.1%,0.3
Cc1ccc(C(=O)N2CCN(c3ccc(NC(=O)COc4ccccc4C)cc3)CC2)cc1,?,-0.1%,i,-20.2%,-18.5%,20.6µM*,-34.3%,0.5%,-3.7
CC(=O)Nc1ccc(-c2ccnc3c2CC(C(=O)NCC2CC2)O3)cc1 (configuration not stated),/,-1.3%,i,5.8%,4.8%,/,10.2%,-0.1%,-0.6
CCN(CC(=O)Nc1ccc(NC(C)=O)cc1)C(=O)CCCc1nc2ccccc2c(=O)[nH]1,-4.5%,0.1%,i,0.0%,-0.7%,13.0%,2.1%,-3.2%,-0.2
Cn1cnc([N+](=O)[O-])c1SCC(O)CCl (configuration not stated),-8.3%,-0.5%,i,-4.7%,-6.2%,-6.6%,0.3%,7.3%,-0.7
O=C(COC(=O)c1ccc(F)cc1Cl)NC1CCCCCCC1,16.4%,0.9%,i,6.0%,19.5%,-0.3%,3.5%,21.5%,-0.9
Cc1cc(C)cc(NC(=O)CSc2n[nH]c(-c3cccnc3)n2)c1,1.5%,0.2%,i,0.5%,-3.1%,-2.6%,-9.3%,19.5%,0.9
CN(c1ncc(C(F)(F)F)cc1Cl)N1C(=O)c2cccc([N+](=O)[O-])c2C1=O,11.9%,-0.3%,i,2.1%,8.2%,14.1%,-17.4%,0.4%,2.5
CCn1c(=O)cc(SCC(=O)NCCCN2CCN(c3ccccc3F)CC2)c2ccccc21,-9.3%,5.7%,i,-9.1%,-40.7%,12.8%,19.5%,5.9%,-1.3
COCCn1nnnc1CN1CCN(C(=O)c2ccco2)CC1,0.7%,-0.3%,i,1.4%,3.9%,8.0%,-3.1%,4.5%,-0.6
CC(=O)N1c2ccc(S(=O)(=O)NCCC(=O)Nc3ncccc3C)cc2CC1C (configuration not stated),2.3%,-1.2%,i,-13.4%,2.2%,-4.9%,1.0%,3.8%,-1.7
O=C(NCCN1CCOCC1)/C(=C\c1ccccc1F)NC(=O)c1ccccc1,2.9%,-0.6%,i,-3.2%,3.1%,23.6%,0.2%,1.5%,-2.8
COc1cc(C(C)n2nnc3ccccc32)ccc1O (configuration not stated),/,-0.1%,i,9.3%,29.9%,/,/,8.7%,-2.4
C[C@]12CCC(=O)CC1CCC1C2CC[C@@]2(C)C1CC[C@@]21CCO1 (some centres not stated),5.2%,2.3%,i,-3.8%,0.6%,-14.2%,-18.8%,2.9%,-6.5
Cc1cc(C)c(C(=O)NCCCN2CCOCC2)c(C)c1,-0.4%,0.3%,i,-9.4%,10.9%,1.0%,-1.5%,10.0%,-0.6
COc1ccccc1CNC(=O)c1cc(=O)c2ccccc2o1,-1.5%,22.8%,i,-9.2%,-17.9%,?,-18.7%[2.22 µM],1.2%,-2.8
CCOC(=O)C(=CNc1ccc(C(F)(F)F)cc1)C(=O)OCC,11.1%,0.7%,i,1.8%,12.4%,?,20.8%,-1.7%,-0.2
COc1ccc(/C=N/NC(=O)Cc2cccs2)cc1,-1.8%,4.8%,i,-7.1%,-11.2%,?,/,4.1%,0.1
O=C(CN1CCN(c2ccccc2)CC1)Nc1ccccc1Sc1ccccc1,2.6%,-0.2%[9.22 µM],i,-26.6%,1.6%,-15.9%,-26.1%,-1.7%,-0.3
Cc1ccc(C)c(OCc2cc(C(=O)N3CCN(C(=O)c4ccco4)CC3)no2)c1,4.0%,6.2%,i,0.0%,-41.1%,?,64.2%[activator],-6.4%,0.5
NC(=S)Nc1ccc2cn[nH]c2c1,1.7%,0.2%,i,-4.2%,-1.1%,-9.0%,-15.1%[11.3 µM],3.9%,-0.3
O=[N+]([O-])c1ccc(Sc2cc[n+]([O-])c3ccccc23)c([N+](=O)[O-])c1,?,?,?,1.3%,-0.2%,16.4µM*,8.6%,15.5%,-4.6
COc1ccc(NS(=O)(=O)c2ccc(C)c(C(=O)NC3CCN(Cc4ccccc4)CC3)c2)cc1,-28.5%,1.6%,i,-17.5%,-25.8%,13µM*,-25.4%,7.5%,-3.8
COc1ccc(Cn2nnnc2C(c2ccc(N(C)C)cc2)N2CCC(C(N)=O)CC2)cc1 (configuration not stated),-12.0%,0.3%,i,-3.0%,-4.8%,8.0%,-17.9%,0.8%,-1.7
O=S(=O)(c1ccc(Cl)c(C(F)(F)F)c1)N1CCN(CC(O)COc2ccccc2F)CC1 (configuration not stated),3.2%,4.5%,i,?,-23.0%,-13.1%,-26.8%,19.6%,0.2
CCC(C)(C)NC(=O)C(c1ccc(C)cc1)N(Cc1cccs1)C(=O)c1ccc2c(c1)OCCO2 (configuration not stated),-13.1%,-0.4%,i,?,-6.9%,?,-18.5%,15.8%,-3.5
CCCC(=O)Nc1cc(-c2nn(C)c(=O)c3ccccc23)ccc1OC,4.9%,5.2%,i,7.9%,-14.8%,?,22.4%,8.0%,-0.1
Cc1ccc(CNC(=O)c2ccc(CN3CC(=O)N4CCCCC4C3=O)cc2)cc1 (configuration not stated),14.2%,-0.2%,/,3.0%,0.2%,-7.2%,/,/,/
CC(=O)Nc1cccc(NC(=O)Cn2cnc3c(oc4ccccc43)c2=O)c1,-9.0%,-0.3%,i,4.2%,-1.9%,-19.9%,6.8%,/,/
Cc1n[nH]c(=O)nc1NCc1ccccc1,-9.4%,-0.4%,i,0.0%,0.9%,-4.4%,6.8%,6.8%,0.2
CCN1CCN(c2nc(Nc3ccc(NC(C)=O)cc3)nc(Nc3ccc(NC(C)=O)cc3)n2)CC1,4.5%,0.1%,i,7.0%,19.9%,5.8%,1.3%,-3.7%,-1.7
Cc1ccc(-c2ccc(=O)n(CC(=O)NCCCN3CCCCC3C)n2)cc1 (configuration not stated),4.9%,-0.1%,i,-15.3%,-10.7%,-19.3%,-5.2%,8.8%,0.6
CCOC(=O)c1cccc(NC(=O)CCNS(=O)(=O)c2cccc3nonc23)c1,-6.2%&1.9%,0.0%&-0.7%,i,-8.7%&-21.5%,-0.7%&-8.2%,?,3.8%&0.2%,7.6%,-1.8
Cc1cccc(Cc2nnc(CCC(=O)NCc3cn4ccccc4n3)o2)c1,2.4%,-0.8%,i,14.7%,2.8%,-21.7%,-10.6%,0.4%,-1.5
